Bioassay records: PubChem, Sanford-Burnham Center for Chemical Genomics
hIAP act = human IAP activators, primary screen, biochemical, luminescence, uHTS; 0.16% of 330,000 active; AID 2524, 2010; purified human IAP, CDP-Star luminescence, 30 min; hits give high values; 1 = vehicle-only enzyme, 0 = enzyme-free background; activation factor at 10 µM;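 active means activation factor of the enzyme at least 2-fold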; further: the source names both 10 and 20 µM as test concentration; values of inactives mirror those of a sister screen read the other way
MIN6 prolif = inducers of MIN6 beta-cell proliferation, primary screen, ATP luminescence, uHTS | proliferation, % at 10 µM | MIN6 cells proliferation, ATPlite luminescence, 48 h; cells starved in 0.2% serum; 100% = growth in 10% serum | 0.29% of 330,000 active;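 active means compounds whose signal lies at least 3.5 SD above the mean of all wells on their plate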;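 further: 0% = DMSO-treated cells in low-serum medium and 100% = 10% serum control; some compounds called inactive have numbers as strong as hits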
hIAP block = human IAP inhibitors, primary screen, biochemical, luminescence, uHTS; inhibition, % at 10 µM; purified IAP, CDP-Star luminescence, 30 min; Intestinal-type alkaline phosphatase (Homo sapiens), P09923; 0.12% of 330,000 active;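 active means inhibition reaching a set limit with compound at 10 µM in the primary screen, cut at about 35% in these data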;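 further: plate controls were DMSO wells with enzyme for no effect and no-enzyme buffer wells for full effect; values of inactives mirror those of a sister screen read the other way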
APOBEC3A inh = APOBEC3A ssDNA deaminase inhibitors, primary screen, selectivity assay for APOBEC3G inhibitor project, biochemical, FAM/TAMRA oligo cleavage fluorescence; DNA dC->dU-editing enzyme APOBEC-3A (Homo sapiens), P31941; recombinant A3A, FAM/TAMRA ssDNA deamination fluorescence; inhibition, % at 20 µM; 0.41% of 330,000 active; AID 493011, 2011;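 active means at least 40% inhibition at 20 µM here, with at most 30% in a related deaminase screen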;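 further: plate controls were A3A with DMSO for no effect and wells lacking A3A enzyme for full effect; some results filed as inactive read as strong as hits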
Target sequence (P31941 whole entry, looked up): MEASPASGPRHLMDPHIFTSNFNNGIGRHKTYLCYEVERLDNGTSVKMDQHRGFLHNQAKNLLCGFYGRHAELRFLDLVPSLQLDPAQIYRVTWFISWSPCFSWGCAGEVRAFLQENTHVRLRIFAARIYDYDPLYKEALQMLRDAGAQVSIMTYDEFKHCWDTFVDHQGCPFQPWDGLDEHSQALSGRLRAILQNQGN
mIAP act = activators of mouse IAP, primary screen, biochemical, luminescence, uHTS | 0.24% of 330,000 active | activation factor at 10 µM | muIAP, CDP-Star luminescence, 30 min; hits give high values; 1 = vehicle-only enzyme signal, 0 = enzyme-free wells | intestinal alkaline phosphatase [Mus musculus];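 active means activation factor of at least 2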; further: the source names both 10 and 20 µM as test concentration; values of inactives mirror those of a sister screen read the other way
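Assay system: mouse IAP enzyme / Compound: DMSO-dissolved test compounds / Timing: 30 min, room temperature / Measured by: luminescence from enzymatic CDP-Star hydrolysis / Control set: DMSO-only wells, enzyme-free buffer wells as negative control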
APOBEC3G inh = APOBEC3G DNA deaminase inhibitors, primary screen, biochemical, fluorescence, single-stranded DNA substrate, uHTS. DNA dC->dU-editing enzyme APOBEC-3G (Homo sapiens), Q9HC16. recombinant A3G, ssDNA deamination FAM/TAMRA fluorescence. inhibition, % at 20 µM. 0.28% of 330,000 active;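 active means inhibition of at least 40% at 20 µM, with no more than 30% in the related APOBEC3A deaminase screen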;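 further: plate controls were DMSO wells with A3G for no effect and wells lacking A3G enzyme for full effect; some compounds called inactive have numbers as strong as hits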
Target sequence (Q9HC16 whole entry, looked up): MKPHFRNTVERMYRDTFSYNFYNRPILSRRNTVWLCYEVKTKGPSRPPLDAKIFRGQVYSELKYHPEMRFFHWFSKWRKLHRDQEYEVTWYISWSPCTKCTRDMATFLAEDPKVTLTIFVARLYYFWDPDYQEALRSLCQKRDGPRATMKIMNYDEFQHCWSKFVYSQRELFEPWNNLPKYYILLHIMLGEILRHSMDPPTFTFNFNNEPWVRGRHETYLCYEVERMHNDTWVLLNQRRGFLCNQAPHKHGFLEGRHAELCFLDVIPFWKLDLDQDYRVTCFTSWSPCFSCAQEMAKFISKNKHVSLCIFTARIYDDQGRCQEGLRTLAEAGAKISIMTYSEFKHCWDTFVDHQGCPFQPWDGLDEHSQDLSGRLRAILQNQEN
MPTP inh = mitochondrial permeability transition pore inhibitors, primary screen, biochemical, isolated mouse mitochondria, absorbance; inhibition, % at 10 µM; Ca2+ swelling absorbance, 30 min; 1.4% of 360,000 active;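 active means inhibition of 50% or more, scaled per plate between neutral and stimulator controls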;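 further: 0% = DMSO wells given calcium and 100% = 1 mM EGTA wells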
ATG4B inh = ATG4B protease inhibitors, primary screen, biochemical, fluorescence, uHTS; 0.51% of 340,000 active; Cysteine protease ATG4B (Homo sapiens), Q9Y4P1; inhibition, % at 8.33 µM; AID 504462, 2011; ATG4B cleavage of LC3-PLA2, NBD-HPC fluorescence, 1 h; in the data active means inhibition above about 40%
Target sequence (Q9Y4P1 whole entry, looked up): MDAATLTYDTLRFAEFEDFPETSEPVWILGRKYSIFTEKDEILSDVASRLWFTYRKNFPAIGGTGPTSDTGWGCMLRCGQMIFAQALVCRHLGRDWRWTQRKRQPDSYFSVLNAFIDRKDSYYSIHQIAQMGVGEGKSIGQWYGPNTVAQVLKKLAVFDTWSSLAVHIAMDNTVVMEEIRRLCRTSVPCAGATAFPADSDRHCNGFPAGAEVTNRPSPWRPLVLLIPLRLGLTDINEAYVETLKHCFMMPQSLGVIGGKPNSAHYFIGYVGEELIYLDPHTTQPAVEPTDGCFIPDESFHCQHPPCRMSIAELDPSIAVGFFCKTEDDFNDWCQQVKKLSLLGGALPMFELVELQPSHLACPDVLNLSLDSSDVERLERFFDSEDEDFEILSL
mIAP inh = inhibitors of mouse IAP, primary screen, biochemical, luminescence, uHTS; intestinal alkaline phosphatase [Mus musculus]; purified mouse IAP, CDP-Star luminescence, 30 min; inhibition, % at 10 µM; 0.2% of 330,000 active;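 active means inhibition of at least 40% at 10 µM in the primary screen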;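 further: plate controls were DMSO with enzyme for no effect and no enzyme wells for full effect; values of inactives mirror those of a sister screen read the other way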
The depositor's hits bear a star; . = no result given.

entry	smiles	hIAP act	MIN6 prolif	hIAP block	APOBEC3A inh	mIAP act
1	NCCC1CCCC(CCN)N1 (stereo not given)	1.2	1	-17	0	1
2	CCSc1ccccc1C(=O)Nc1ccc(S(=O)(=O)NC(C)=O)cc1	1	0	-2	-6	1
3	CCN1C[C@@H]2[C@@H]3C(=O)N(C)C(=O)[C@@H]3[C@](C)(C(=O)OC)N2C1=NC	.	.	.	3	1.1
4	Cn1nc(C(F)(F)F)c(C#N)c1N1CCN(c2cccc(C(F)(F)F)c2)CC1	1.3	-4	-30	9	1.1
5	N#Cc1c(N)nc2c(c1-c1ccco1)CCCCC2	0.85	5	15	2	0.9
6	Cc1ccc(/C(N)=N/OC(=O)N2c3ccccc3Sc3ccccc32)cc1	1	-4	0	-4	0.98
7	COc1cc(C(=O)Nc2ccc(C)cc2)c(-n2cnnn2)cc1OC	0.95	2	5	-2	1.1
8	COc1cccc(CNC(=O)CCS(=O)(=O)c2cccs2)c1	0.77	0	23	-1	0.98
9	Cc1cc(C)c(S(=O)(=O)NCc2ccccn2)cc1C	1.1	1	-9	2	0.98
10	O=C(CN1CCN(S(=O)(=O)c2ccc(Cl)cc2)CC1)Nc1ccc2c(c1)CCC2	1	-2	-1	-2	1
11	O=C(Cc1coc2ccc3ccccc3c12)NCc1ccccc1	2*	-3	-103	-6	1.1
12	CC(=O)NCCc1nc2cc(NC(=O)COc3cccc(C)c3)ccc2n1C	0.97	0	3	-2	0.93

entry	APOBEC3G inh	MPTP inh	ATG4B inh	mIAP inh
1	-3	-2.1	4	0
2	-2	-0.2	-12	0
3	1	0.3	-5	-11
4	2	5.8	-5	-7
5	-3	0.9	4	10
6	-5	-4.8	24	2
7	-4	-0.1	0	-7
8	-1	-0.5	4	2
9	-1	0.3	-3	2
10	-1	4.0	-12	-2
11	-6	-0.8	2	-7
12	-8	0.1	-14	7

Other results follow:
entry	smiles	hIAP act	MIN6 prolif	hIAP block	APOBEC3A inh	mIAP act
13	CCOC(=O)c1ccc(NC(=O)CN2CCN(c3ccccc3)CC2)cc1	1	-2	-3	-3	0.98
14	COc1ccc2c(c1)c1c(n2C)[C@@H]2CC=C(CO)[C@@H](C1)N2C	1	-4	-4	-4	1
15	C=CCn1c(SCC(=O)Nc2cccnc2Cl)nnc1-c1ccccc1F	0.98	0	2	-2	0.98
16	COc1ccc(CCn2c(=N)c(S(=O)(=O)c3ccccc3)cc3c(=O)n4ccccc4nc32)cc1	0.94	2	6	0	0.86
17	CCOC(=O)N1CCN(CC(=O)c2ccc3c(c2)CCN3C(C)=O)CC1	0.89	-2	11	-3	1
18	CCOc1ccccc1N1CCN(c2nc3ccccc3nc2C(C#N)C(=O)OC(C)C)CC1 (stereo not given)	0.9	-5	10	5	0.89
19	CCOCCCNC(=O)C(Cc1ccccc1)NS(=O)(=O)c1ccc2c(c1)c(=O)n(C)c(=O)n2C (stereo not given)	0.98	-4	2	-1	1.1
20	CC(C)C(=O)c1cc2c(cc1NC(=O)Nc1cccc3ccccc13)OCCO2	1.1	1	-5	-2	1
21	O=C(Cn1cnc2sc(-c3ccccc3)cc2c1=O)NCCc1ccccc1	0.99	-3	1	-4	1.2
22	CCn1c(=S)sc2c(=O)n(CC(=O)Nc3ccc(OC)cc3)c(C)nc21	1.2	-3	-21	2	1
23	O=C(Nc1ccccc1)N1CCc2scc[n+]2-c2ccccc21	1	-5	-2	-2	0.92
24	CCOc1ccc(NC(=O)CCCn2c(=S)[nH]c3ccsc3c2=O)cc1	1	-2	-2	-3	1

entry	APOBEC3G inh	MPTP inh	ATG4B inh	mIAP inh
13	-6	2.0	-3	2
14	-10	0.0	6	-3
15	-4	0.4	4	2
16	-1	-0.5	-12	14
17	-9	-2.2	-12	-2
18	4	-0.5	-6	12
19	20	1.2	5	-14
20	1	.	.	-3
21	-6	-1.1	0	-15
22	0	0.5	12	-3
23	3	-2.5	-7	8
24	-7	0.0	1	-2

Structures listed above marked active in hIAP act.
cpd	Compound	hIAP act	hIAP block	APOBEC3A inh	mIAP act	APOBEC3G inh	MPTP inh	ATG4B inh	mIAP inh
11	O=C(Cc1coc2ccc3ccccc3c12)NCc1ccccc1	2*	-103	-6	1.1	-6	-0.8	2	-7

Continuation.
entry	smiles	hIAP act	MIN6 prolif	hIAP block	APOBEC3A inh	mIAP act
25	CC(=O)c1cccc(NC(=S)N2c3ccccc3CC2C)c1 (stereo not given)	1	3	-3	-2	0.93
26	O=C(COc1ccc2ccccc2c1)Nc1ccccc1C(=O)O	0.94	-1	6	-7	0.95
27	O=S(=O)(c1cccc(NC(=S)N2CCN(c3ccc(F)cc3)CC2)c1)C(F)F	0.96	-5	4	0	0.96
28	CN(C)c1cccc(C(=O)OC(C(=O)Nc2ccc([N+](=O)[O-])cc2Br)c2ccccc2)c1 (stereo not given)	0.86	-2	14	1	0.95
29	Cc1cccc(NC(=O)CN(C)S(=O)(=O)c2ccccc2)n1	1	-2	-2	-1	1
30	CCn1c(=N)n(CC(=O)c2cccc([N+](=O)[O-])c2)c2ccccc21	1.3	2	-28	-4	0.9
31	Cc1ccc(S(=O)(=O)NCCC(=O)Oc2ccc3ccc(=O)oc3c2)cc1	1.2	-2	-23	-14	0.97
32	CCN1CCN(c2c(Cl)cccc2NC(=O)c2cc3ccccc3o2)CC1	1.3	-5	-26	-5	0.87
33	CCN(CC)C(=O)[C@H]1C[C@H](CC(=O)NCCCN(C)C)C(=O)N2CCc3c([nH]c4ccc(Cl)cc34)[C@]12C	.	.	.	1	1.1
34	COc1ccc(C(=O)NC(=S)NNC(=O)c2cccc(C)c2)cc1	1.6	-6	-65	-1	0.87
35	COc1cc2[nH]c(=O)c(C(=O)NCc3ccccc3Cl)c(O)c2cc1OC	1	-4	-4	2	1.1
36	CCc1ccc(NC(=O)CSc2nccn(-c3ccc4c(c3)OCCO4)c2=O)cc1	1.2	-6	-24	5	0.95

entry	APOBEC3G inh	MPTP inh	ATG4B inh	mIAP inh
25	-10	-0.5	-7	7
26	-6	-1.0	1	5
27	-1	67*	-22	4
28	-3	3.0	0	5
29	-3	-0.4	-2	-4
30	-4	-0.8	-8	10
31	-9	1.7	-10	2
32	-5	2.1	39	13
33	-2	0.0	2	-8
34	5	.	2	13
35	3	0.3	-3	-7
36	18	-2.7	-18	5

Continued.
entry	smiles	hIAP act	MIN6 prolif	hIAP block	APOBEC3A inh	mIAP act
37	c1ccc(-c2noc(CSc3nnnn3C3CCCCC3)n2)cc1	1	0	-3	1	0.94
38	Cc1ccc(C(=O)N/C(=C\c2ccc(C(C)C)cc2)C(=O)NCCCN2CCOCC2)cc1	1.2	-2	-21	6	1.1
39	CC(=O)Nc1ccc(S(=O)(=O)Nc2ccn(Cc3ccccc3Cl)n2)cc1	1.1	-1	-6	-1	1
40	CCCCN(C(=O)Cn1nnc2ccccc21)C(C(=O)NCCOC)c1ccccc1 (stereo not given)	1	0	-3	0	1.1
41	Cc1cc(Cl)ccc1N=c1ssnc1Cl	0.96	-6	4	2	0.94
42	CN(Cc1nc(Cc2ccccc2F)no1)Cc1cccc2ncccc12	0.85	-2	14	1	0.92
43	CCOCCn1c(=NC(=O)c2ccc(S(=O)(=O)N3CCOCC3)cc2)sc2cc(S(N)(=O)=O)ccc21	1.3	0	-33	0	0.9
44	CCCCCCCNC(=O)C1(CC2CC(c3ccc(Cl)cc3)=NO2)CCN(C(=O)Cc2ccc(F)cc2)CC1 (stereo not given)	1.1	-7	-6	0	1.3
45	O=C(C1CCC1)N1CCN(S(=O)(=O)c2cccc(F)c2)CC1	0.96	1	4	-5	0.99
46	COc1ccc(OC)c(S(=O)(=O)Nc2ccccc2C)c1	1.1	0	-8	-1	0.99
47	COc1cc(OC)nc(N/N=C(\c2ccccc2)c2ccncc2)n1	0.78	0	22	-5	1
48	Cc1ccc(NC2CCCN(C(=O)c3cccnc3)C2)cc1C (stereo not given)	1.2	4	-24	-4	0.91

entry	APOBEC3G inh	MPTP inh	ATG4B inh	mIAP inh
37	-3	4.7	-4	6
38	3	-1.7	-9	-8
39	-5	-0.6	-1	0
40	0	0.4	-2	-11
41	61*	2.6	-15	6
42	-3	33	-10	8
43	-3	0.8	-23	10
44	0	1.9	-20	-26
45	-10	1.1	-16	0
46	1	-1.8	-1	1
47	-5	1.4	-6	-4
48	-8	-1.2	-10	9

An excerpt from above, reduced to APOBEC3A inh and mIAP inh.
| nr | structure | APOBEC3A inh | mIAP inh |
| --- | --- | --- | --- |
| 14 | COc1ccc2c(c1)c1c(n2C)[C@@H]2CC=C(CO)[C@@H](C1)N2C | -4 | -3 |
| 15 | C=CCn1c(SCC(=O)Nc2cccnc2Cl)nnc1-c1ccccc1F | -2 | 2 |
| 16 | COc1ccc(CCn2c(=N)c(S(=O)(=O)c3ccccc3)cc3c(=O)n4ccccc4nc32)cc1 | 0 | 14 |
| 17 | CCOC(=O)N1CCN(CC(=O)c2ccc3c(c2)CCN3C(C)=O)CC1 | -3 | -2 |
| 18 | CCOc1ccccc1N1CCN(c2nc3ccccc3nc2C(C#N)C(=O)OC(C)C)CC1 (stereo not given) | 5 | 12 |
| 19 | CCOCCCNC(=O)C(Cc1ccccc1)NS(=O)(=O)c1ccc2c(c1)c(=O)n(C)c(=O)n2C (stereo not given) | -1 | -14 |

Following part
entry	smiles	hIAP act	MIN6 prolif	hIAP block	APOBEC3A inh	mIAP act
49	CC1CCCN(CCCNC(=O)C2CCCN(c3ncnc4c3nc3n4CCCCC3)C2)C1 (stereo not given)	0.95	3	5	-1	1
50	CCNC(=S)NC1CC2CCC(C1)N2Cc1ccccc1 (stereo not given)	0.95	0	5	-6	1.1
51	Cc1c(CN2CCc3c([nH]c4ccccc34)C2C2CCCCC2)cnn1C (stereo not given)	0.87	-2	13	-5	0.97
52	O=C(NCCOc1ccccc1)c1ccccc1Cl	1	-3	-2	-3	1
53	O=C(COC(=O)C1(c2ccc(F)cc2)CCCC1)NCc1ccco1	1	-3	-1	18	1
54	O=C(CCc1nnc2n(CCc3ccccc3)c(=O)c3ccccc3n12)NCCCN1CCCCC1	0.97	4	3	-5	1
55	CCN(CC)C(=O)CN1C(=O)C2(OCC(C)(c3ccccc3)CO2)c2ccccc21 (stereo not given)	1.1	-3	-7	2	1
56	C=CCOc1cccc(C2C(C(=O)c3ccco3)=C(O)C(=O)N2Cc2cccnc2)c1 (stereo not given)	0.99	1	1	1	1.1
57	O=C(O)C(NC(=O)c1ccccc1)=C(Cl)Cl	0.87	1	13	0	1

entry	APOBEC3G inh	MPTP inh	ATG4B inh	mIAP inh
49	-5	-1.3	-1	0
50	-10	-0.7	1	-9
51	-10	-1.5	-7	3
52	22	-0.3	-6	-4
53	8	90*	-7	-3
54	-4	-0.3	-1	-3
55	4	-0.9	-4	-2
56	3	-1.2	0	-10
57	1	0.2	-8	-3
